FXN GAA850 act: activators of GAA850 frataxin (FXN) promoter; 360,000 compounds, 0.56% hits; HEK293 lucGAA850 FXN promoter luciferase reporter, 24 h; percent of 10 µM SAHA response; activation, % at 6 µM;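 active means activation above the average of all compounds screened plus 3 SD, cutoff fixed separately per campaign, cut at about 7.5% in these data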;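 further: 0% = DMSO wells and 100% = 10 µM SAHA wells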
ADAM10 inh: inhibitors of human ADAM10; O14672; inhibition, % at 7 µM; recombinant ADAM10, EDANS/DABCYL FRET peptide cleavage, 3 h; 370,000 compounds, 0.62% hits;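 active means inhibition above a per-campaign cutoff equal to the mean of compounds falling between control-based bounds plus 3 SD, cut at about 20% in these data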;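 further: 0% = DMSO wells while the 100% control is not disclosed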
hgDAF-12 ag: agonists of H. glycines DAF-12 nuclear receptor | 370,000 compounds, 1.8% hits | HEK293 GAL4-hgDAF12 UAS-luciferase reporter, agonist luminescence; normalized to butyrate control | activation, % at 6.8 µM;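 active means activation above a cutoff set at the mean of all screened compounds plus 3 SD, cut at about 10% in these data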;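 further: 0% = DMSO wells and 100% = sodium butyrate wells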
ADAM17 inh: inhibitors of human ADAM17; P78536; recombinant ADAM17, EDANS/DABCYL FRET peptide cleavage; inhibition, % at 6.95 µM; 370,000 compounds, 0.83% hits; AID 720648;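 active means inhibition above the mean of compounds lying between control limits plus 3 SD, set per campaign, cut at about 8.5% in these data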;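 further: 0% = DMSO-only wells as the low control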
ssDAF12 agonist: S. stercoralis DAF-12 activation, primary screen | 370,000 compounds, 1% hits | AID 652126 | activation, % at 6.8 µM | HEK293 ssDAF-12/GRIP1 lit1-tk-luc reporter, luminescence; % of 3 µM dafachronic acid response;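 active means activation above the mean over all tested compounds plus 3 SD, cut at about 0.9% in these data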;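 further: 0% = DMSO-only wells and 100% = 3 µM delta7-dafachronic acid wells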
DAX1 inh-1: blocks DAX1 repression of SF-1 activated StAR promoter. HEK293T StAR-luciferase reporter, SF-1/DAX-1 repression relief. 370,000 compounds, 1.1% hits. AID 652010. inhibition, % at 6.8 µM;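 active means inhibition above the mean over all tested compounds plus 3 SD, cut at about 3.6% in these data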;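 further: 0% = DAX-1 cells with DMSO and 100% = cells lacking DAX-1 with DMSO; higher inhibition means more luminescence from relief of DAX-1 repression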
PG9 binder: small molecules binding HIV-1 gp120 antibody PG9; TR-FRET gp120-PG9 antibody binding; AID 624416; 360,000 compounds, 0.43% hits; inhibition, % at 6.7 µM; in the data active means inhibition above about 8.5%
GC-A act: GC-A (human) enzyme activation; P16066; 370,000 compounds, 0.14% hits; activation, % at 10 µM; HEK293 GC-A cells, cGMP TR-FRET, EC30 ANP; 0% at EC30 ANP, 100% saturating ANP; AID 1671463; in the data active means activation above about 40%
Target sequence (P16066 whole entry, looked up): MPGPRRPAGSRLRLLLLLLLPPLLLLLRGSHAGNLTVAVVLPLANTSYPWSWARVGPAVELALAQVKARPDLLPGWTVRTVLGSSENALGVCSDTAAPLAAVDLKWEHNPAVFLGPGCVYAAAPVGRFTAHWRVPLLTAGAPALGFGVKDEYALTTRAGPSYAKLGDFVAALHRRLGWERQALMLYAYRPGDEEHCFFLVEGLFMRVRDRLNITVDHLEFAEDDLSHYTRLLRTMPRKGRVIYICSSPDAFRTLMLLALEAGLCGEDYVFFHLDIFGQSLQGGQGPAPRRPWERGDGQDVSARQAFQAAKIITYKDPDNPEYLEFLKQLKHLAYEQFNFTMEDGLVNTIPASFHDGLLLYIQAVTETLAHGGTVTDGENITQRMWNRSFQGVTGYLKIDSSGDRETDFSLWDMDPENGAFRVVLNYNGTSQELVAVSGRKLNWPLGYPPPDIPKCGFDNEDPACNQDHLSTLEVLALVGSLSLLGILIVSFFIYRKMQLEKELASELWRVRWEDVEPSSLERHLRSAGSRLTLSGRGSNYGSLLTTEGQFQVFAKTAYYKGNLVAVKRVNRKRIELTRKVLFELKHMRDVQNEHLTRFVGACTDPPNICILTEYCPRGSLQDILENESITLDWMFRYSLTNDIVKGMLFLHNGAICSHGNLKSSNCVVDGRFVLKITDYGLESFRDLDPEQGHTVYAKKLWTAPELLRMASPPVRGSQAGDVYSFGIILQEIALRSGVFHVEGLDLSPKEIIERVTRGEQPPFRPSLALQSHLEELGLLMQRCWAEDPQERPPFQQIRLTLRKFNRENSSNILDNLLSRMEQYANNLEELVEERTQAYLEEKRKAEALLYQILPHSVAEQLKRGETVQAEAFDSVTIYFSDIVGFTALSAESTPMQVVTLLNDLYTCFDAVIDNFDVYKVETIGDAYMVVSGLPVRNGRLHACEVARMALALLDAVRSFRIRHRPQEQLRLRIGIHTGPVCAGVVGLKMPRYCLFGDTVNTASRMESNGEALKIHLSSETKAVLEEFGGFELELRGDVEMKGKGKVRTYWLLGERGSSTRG
SMARCA2 activ: increases SMARCA2 function in MMTV reporter cells | MG213 cells, MMTV-luciferase reporter, dexamethasone, overnight | activation, % at 9.1 µM | 370,000 compounds, 1% hits | AID 652017; in the data active means activation above about 7.8%;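 further: 0% = vehicle wells and 100% = reference activator wells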
DAX1 inh-2: NR0B1 (DAX1) inhibition; 340,000 compounds, 0.99% hits; P51843; AID 504766; HEK293 Gal4-DAX1 luciferase reporter, luminescence; inhibition, % at 6.75 µM;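 active means inhibition above the mean over all tested compounds plus 3 SD, cut at about 4.2% in these data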;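 further: 0% = DAX1-transfected cells with DMSO and 100% = empty-vector control cells with DMSO; inhibition shows as a rise in luminescence from relieved DAX1 repression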
hcDAF12 agonist: activates DAF-12 receptor from parasite H. contortus | HEK293 hcDAF-12 lit1-tk-luc reporter, luminescence; 0% DMSO, 100% Δ7-dafachronic acid | AID 652067 | 370,000 compounds, 1.4% hits | activation, % at 6.8 µM;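 active means activation above the mean of all tested compounds plus 3 SD, cut at about 5.5% in these data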;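 further: 100% = response to 3 µM Δ7-dafachronic acid high control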
Active calls of the source: *; i = inactive; nt = not tested or not shown. Compounds were not picked by outcome. About 6.8% of those tested had a hit in this group.

SMILES | FXN GAA850 act | ADAM10 inh | hgDAF-12 ag | ADAM17 inh | ssDAF12 agonist | DAX1 inh-1 | PG9 binder | GC-A act | SMARCA2 activ | DAX1 inh-2 | hcDAF12 agonist
CCC(C)NC(=O)CCn1c(=O)c2cccn2c2ccc(F)cc21 (stereo not drawn) | -0.3 | -6 | -0.9 | -2 | -1.7 | -0.1 | -0.9 | -3 | -2 | -0.6 | -1.7
O=C(NCc1ccccc1)C(c1cccnc1)N(Cc1ccco1)C(=O)c1ccccn1 (stereo not drawn) | -1.8 | 2 | -2.6 | -2 | -0.9 | -0.1 | 1.5 | 3 | -3 | -0.9 | -0.2
Cc1ccc([N+](=O)[O-])c(OCCCN2CCCCCC2)c1 | 1.2 | 4 | -1.0 | -4 | -1.9 | 0.1 | -2.2 | 2 | 0 | 0.5 | 0.8
CCOc1ccc2nc(SCC(=O)NC(=O)NCc3ccco3)[nH]c2c1 | -1.0 | -4 | 1.1 | 0 | -0.6 | -0.1 | -3.9 | -6 | -1 | 1.4 | 3.0
Cc1ccccc1-n1ncc(C(C)NC(=O)c2ccco2)c1C (stereo not drawn) | 0.1 | -2 | 3.5 | -5 | -0.2 | 0.5 | -1.4 | 0 | 1 | 0.7 | 0.6
CCc1nc2ccc(C(=O)N3CCN(c4cccc(C(F)(F)F)c4)CC3)cc2nc1CC | 1.0 | 13 | -0.8 | 6 | -1.1 | 0.3 | -1.6 | -6 | -3 | 0.2 | -1.2
CC(=O)c1cnc2n(c1=O)CCS2 | 1.8 | 3 | -2.0 | -2 | -0.8 | 0.1 | 0.4 | 2 | -1 | 0.0 | -1.0
Cc1cc(=O)n2nc(N3CCCC3C(=O)Nc3cccc(Cl)c3C)sc2n1 (stereo not drawn) | -0.8 | -14 | -1.9 | -3 | -2.0 | -0.2 | 1.3 | 1 | -1 | 1.2 | -0.7
O=C(COc1ccccc1[N+](=O)[O-])c1ccccc1 | 4.2 | 5 | -0.5 | 3 | -1.5 | -0.3 | 0.4 | 2 | 2 | -0.1 | -1.2
C#CCNC(=O)C1=C[C@H](c2ccc(C#C)cc2)C[C@H](OCc2ccc(CO)cc2)O1 | 2.1 | -11 | -0.1 | -6 | -1.4 | -0.3 | -1.1 | -1 | 1 | 0.4 | -0.5
COc1ccc(S(=O)(=O)N2CCOCC2)cc1NC(=O)COc1ccccc1OC | 0.0 | -1 | -1.6 | -3 | -1.0 | -0.2 | -0.4 | 3 | -2 | -1.3 | -2.4
Cc1cc2c(c(=O)n1C1CC1)C(c1cccc(Cl)c1)C(C#N)=C(N)O2 (stereo not drawn) | 1.3 | -7 | -2.2 | -3 | -1.4 | -0.6 | 0.7 | -5 | -3 | -0.5 | -1.4

Complete entries from above. Screens in order: FXN GAA850 act, ADAM10 inh, hgDAF-12 ag, ADAM17 inh, ssDAF12 agonist, DAX1 inh-1, PG9 binder, GC-A act, SMARCA2 activ, DAX1 inh-2, hcDAF12 agonist
Cc1cc(=O)n2nc(N3CCCC3C(=O)Nc3cccc(Cl)c3C)sc2n1 (stereo not drawn) as listed: -0.8, -14, -1.9, -3, -2.0, -0.2, 1.3, 1, -1, 1.2, -0.7
Cc1ccc([N+](=O)[O-])c(OCCCN2CCCCCC2)c1 as listed: 1.2, 4, -1.0, -4, -1.9, 0.1, -2.2, 2, 0, 0.5, 0.8
O=C(NCc1ccccc1)C(c1cccnc1)N(Cc1ccco1)C(=O)c1ccccn1 (stereo not drawn) as listed: -1.8, 2, -2.6, -2, -0.9, -0.1, 1.5, 3, -3, -0.9, -0.2
CC(=O)c1cnc2n(c1=O)CCS2 as listed: 1.8, 3, -2.0, -2, -0.8, 0.1, 0.4, 2, -1, 0.0, -1.0

Going on with the list:
SMILES | FXN GAA850 act | ADAM10 inh | hgDAF-12 ag | ADAM17 inh | ssDAF12 agonist | DAX1 inh-1 | PG9 binder | GC-A act | SMARCA2 activ | DAX1 inh-2 | hcDAF12 agonist
CCc1ccc(NC(=O)C(=O)c2cn(CC(=O)N3CCCCC3)c3ccccc23)cc1 | 0.2 | -2 | -1.7 | -3 | -1.3 | 0.2 | -1.1 | 6 | -4 | 1.2 | -1.0
CC(OC(=O)COc1ccc(Nc2ccccc2)cc1)C(=O)N(C)c1ccccc1 (stereo not drawn) | 0.4 | -1 | 3.4 | 2 | -1.1 | -0.4 | -1.3 | 0 | -2 | 0.4 | -1.4
CN(C)S(=O)(=O)c1ccc(Cl)c(NC(=O)COC(=O)[C@@H]2CCCN2C(=O)c2cccs2)c1 | -0.3 | 3 | -0.2 | 2 | -1.8 | 0.4 | -1.9 | -4 | 2 | 1.8 | -0.6
CCOC(=O)c1cc2cc(CC(=O)c3ccc(OCC)cc3O)ccc2o1 | 1.6 | 0 | 0.0 | -2 | -0.8 | 0.2 | 0.8 | 0 | 1 | -0.2 | -0.8
Cc1ccc(NC(=O)c2sc(Cl)nc2C)c(C)c1 | 2.1 | -3 | 6.2 | -3 | -0.8 | 0.5 | -1.3 | 4 | 6 | 1.3 | -1.5
CC(=O)Nc1nonc1-c1nc2ccccc2n1Cc1ccccn1 | 3.6 | -18 | -1.5 | -6 | -1.2 | -1.1 | -0.8 | 5 | 3 | -0.8 | 0.3
CCOC(=O)C1CCN(C(=O)CSc2nccc(C)n2)CC1 | 0.9 | -12 | -1.3 | -5 | -0.5 | 0.1 | 0.0 | 4 | -1 | -0.1 | -1.2
COCCN=C1Sc2ccccc2[C@@H]2C[C@H]3[C@H](CON3C)CN12 | nt | -9 | -2.8 | -1 | -0.7 | 0.5 | -1.2 | 1 | 1 | nt | 0.0
COc1ccc(-c2cc(=O)oc3cc(OCC(=O)Nc4ccccn4)ccc23)cc1 | 1.9 | -14 | 5.8 | -6 | -1.0 | -0.4 | -0.5 | 7 | 0 | -0.4 | -0.6
Cc1ccc2nc(SCC(=O)NCc3cccs3)[nH]c2c1 | 0.3 | -4 | -3.6 | -3 | -2.1 | -0.9 | 1.3 | 0 | -2 | -0.4 | -0.8
O=C(CN1C(=O)NC2(CCCC2)C1=O)OCCOc1ccc(F)cc1 | 0.6 | 5 | -1.7 | -6 | -0.6 | -0.8 | 1.2 | -3 | -1 | 0.7 | 0.2
CC(=O)NS(=O)(=O)c1ccc(NC(=O)c2cc(-c3ccc(C)cc3)nc3ccccc23)cc1 | -0.3 | -11 | 2.7 | -2 | -0.8 | 0.0 | -0.8 | -4 | -2 | 0.9 | 1.9
COC(=O)CSc1nnc(-c2cccnc2)n1-c1cc(OC)cc(OC)c1 | 1.0 | 7 | 3.5 | 0 | -1.2 | 0.1 | -1.6 | -6 | 4 | -0.3 | -1.1
O=C(NCCCO)c1nnc(Cc2c(F)cccc2Cl)o1 | 2.3 | -2 | 1.4 | -3 | -1.6 | 1.2 | -1.5 | 6 | 1 | 0.9 | -1.4
CC[C@H](CCC(=O)N(c1ccccc1)c1ccccc1)c1ccc(C)cc1 | nt | 1 | 0.9 | -2 | -0.8 | -0.8 | nt | -22 | -5 | nt | -0.9
O=C(CSc1nccn1-c1ccc(Cl)cc1)Nc1ccc2c(c1)OCO2 | -1.8 | 9 | -2.6 | -1 | -1.3 | -1.6 | -0.9 | -3 | -1 | -1.1 | -3.2
CN1C(=O)/C(=C/c2ccc(OCc3ccc(F)cc3)cc2)NC1=S | -0.1 | -6 | -4.6 | -4 | -1.3 | -0.2 | -0.2 | 2 | -3 | -0.8 | -0.7
CCN(C(=O)[C@@H](C1CC1)[C@@H](O)c1ccc(Cl)cc1)c1ccccc1 | nt | 3 | 3.3 | 0 | -0.8 | -0.2 | nt | -10 | 0 | nt | -2.4
O/N=C1/C2C3C(Br)C4C5CC(C1C53)C24 (stereo not drawn) | 0.9 | 3 | 0.6 | -1 | -1.2 | 0.0 | 0.3 | 1 | 0 | -0.5 | -1.6
Cn1c(CNC(=O)c2ccc(Cl)cc2)nnc1SCC(=O)NC1=NCCS1 | 0.0 | 2 | -2.3 | -2 | -1.4 | 0.0 | -2.1 | 1 | -1 | 0.9 | 3.0
CCC(=O)N(CCc1ccccc1)Cc1cc2cc3c(cc2[nH]c1=O)OCO3 | -3.2 | -79 | -0.8 | -28 | -1.0 | -0.7 | 3.2 | -2 | -3 | 2.3 | -0.2
Cc1ccc(N(CC(=O)NC2CCCCC2)C(=O)Cn2nnc(-c3ccc(C)o3)n2)cc1 | 1.2 | -5 | -4.7 | -4 | -2.0 | 0.1 | -0.5 | -2 | -5 | -0.6 | -0.4
COc1ccc(-c2oc3ccccc3c(=O)c2OC(C)=O)cc1 | 6.9 | i | 6.2 | i | 0.0 | 2.1 | 0.6 | 9 | 2 | 0.7 | 2.4
CCCN1CCN(CC(=O)Nc2nc3ccccc3s2)CC1 | 1.8 | 3 | 1.6 | 2 | 1.2* | 0.3 | -0.4 | 8 | -1 | 1.8 | 5.5
O=S(=O)(CC1NCc2ccccc21)NC1CCCC1 (stereo not drawn) | nt | -6 | 3.0 | -4 | -0.2 | -0.1 | nt | 4 | -6 | nt | 1.9
N#CCSc1nc2ccccc2c(=O)n1CC1CCCC1 | 3.1 | 0 | -2.4 | 0 | -1.4 | -0.7 | 0.1 | 4 | -2 | 1.9 | -1.4
O=C1CCC[C@@H]2C[C@@]3(C[C@@H]4CCN1[C@H]24)Nc1cc(Cl)ccc1NC3=NCc1ccccc1 | -2.9 | 7 | 3.6 | 3 | -0.8 | 0.3 | 0.7 | -20 | 1 | -0.3 | -0.3
CC1(C)CC(C(CCN(Cc2ccccc2)C(=O)c2ccco2)c2ccc(F)cc2)CCO1 (stereo not drawn) | -2.2 | 18 | -3.5 | 5 | -2.6 | -2.5 | 1.2 | -21 | -3 | 0.1 | -2.8
Clc1ccccc1Nc1nc(-c2cccnc2)cs1 | 5.6 | 4 | 34* | 2 | 1.1* | 3.7* | -1.0 | -4 | 2 | 9.5* | 11*
Cc1ccc2cc(CCNS(=O)(=O)c3ccc(Cl)cc3)c(=O)[nH]c2c1C | 0.3 | -20 | -0.4 | -8 | -1.5 | -0.5 | -0.6 | -7 | -4 | -1.8 | -2.0
CCCCNC(=O)NS(=O)(=O)c1ccc(NC(=O)CSc2nnc(-c3cccs3)n2-c2ccc(OC)cc2)cc1 | nt | 6 | 0.6 | 2 | -1.2 | -0.7 | nt | -3 | -1 | nt | -2.7
O=C(COC(=O)c1n[nH]c2ccccc12)NC(=O)NC1CCCCC1 | 0.4 | 5 | 1.6 | 6 | -0.1 | 0.5 | -1.6 | -1 | -7 | 0.4 | 0.2
Clc1cc(Cl)cc(Nc2ncn[nH]2)c1 | 2.8 | 7 | 2.1 | 2 | -1.5 | -0.1 | 1.1 | 21 | 0 | 0.0 | -0.7
O=C(CCNC(=O)c1ccco1)Nc1ccc(Cl)cc1 | 1.9 | -2 | -2.3 | -4 | -1.6 | 1.4 | 0.2 | 1 | 5 | 0.0 | -1.2
O=C1CC(N2CCC(c3nc4ccccc4o3)CC2)C(=O)N1c1ccc(Cl)c(C(F)(F)F)c1 (stereo not drawn) | 0.6 | 5 | -0.4 | 0 | -1.8 | 0.9 | 1.4 | -1 | -3 | 1.2 | -2.1
O=C1CSC(=S)N1c1cccc(O)c1 | -1.0 | -4 | 1.2 | -4 | -0.5 | -0.3 | -0.1 | 3 | -3 | -0.6 | 1.0

Screening data as filed in PubChem BioAssay.
